PERK inhibitor: human PERK inhibition, primary cell-based screen. CHO PERK-DD fusion, SEAP luminescence translation reporter. inhibition, % at 5.6 µM. 0.17% of 220,000 active;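 active means inhibition above the mean inhibition of all tested compounds plus 3 SD, set separately per screening campaign, cut at about 2.9% in these data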;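 further: PERK kinase domain activated by AP20187 dimerizer at 100 nM; 0% = DMSO with dimerizer and 100% = rapamycin at 8.4 µM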
Target sequence (Q9NZJ5 whole entry, looked up, the tested form may be a part): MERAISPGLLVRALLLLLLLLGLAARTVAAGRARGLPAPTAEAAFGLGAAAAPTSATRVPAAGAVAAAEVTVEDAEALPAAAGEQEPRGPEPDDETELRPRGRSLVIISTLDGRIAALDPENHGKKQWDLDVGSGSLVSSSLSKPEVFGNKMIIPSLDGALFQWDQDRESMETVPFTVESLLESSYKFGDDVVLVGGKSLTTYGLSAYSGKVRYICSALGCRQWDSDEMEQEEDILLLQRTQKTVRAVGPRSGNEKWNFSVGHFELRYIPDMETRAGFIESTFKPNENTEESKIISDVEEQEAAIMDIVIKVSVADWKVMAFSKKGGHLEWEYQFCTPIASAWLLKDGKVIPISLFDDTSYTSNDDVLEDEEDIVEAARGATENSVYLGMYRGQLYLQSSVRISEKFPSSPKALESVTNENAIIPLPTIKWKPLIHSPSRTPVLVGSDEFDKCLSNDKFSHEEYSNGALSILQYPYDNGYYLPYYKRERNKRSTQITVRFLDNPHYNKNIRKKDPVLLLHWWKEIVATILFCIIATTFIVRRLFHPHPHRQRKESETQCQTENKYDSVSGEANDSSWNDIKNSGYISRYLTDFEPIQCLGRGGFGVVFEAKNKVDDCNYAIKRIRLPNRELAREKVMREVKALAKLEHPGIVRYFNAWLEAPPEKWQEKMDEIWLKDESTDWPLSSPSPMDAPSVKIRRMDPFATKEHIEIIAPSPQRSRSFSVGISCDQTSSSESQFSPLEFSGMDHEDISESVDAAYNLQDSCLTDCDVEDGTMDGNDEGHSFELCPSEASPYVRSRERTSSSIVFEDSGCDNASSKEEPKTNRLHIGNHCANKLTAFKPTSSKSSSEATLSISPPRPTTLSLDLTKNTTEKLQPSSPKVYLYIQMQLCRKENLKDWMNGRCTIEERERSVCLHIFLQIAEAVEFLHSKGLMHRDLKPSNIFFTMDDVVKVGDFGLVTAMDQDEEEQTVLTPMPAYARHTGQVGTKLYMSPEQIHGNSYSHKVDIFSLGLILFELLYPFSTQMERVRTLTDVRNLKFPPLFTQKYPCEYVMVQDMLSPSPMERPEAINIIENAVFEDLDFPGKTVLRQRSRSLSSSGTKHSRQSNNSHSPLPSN
KCC2 mod: modulators of human KCC2 chloride dependent transport | Q9H2X9 | KCC2 cells, thallium flux FluoZin-2 fluorescence | B-score of Tl+ flux slope (higher = more flux/activation; lower = inhibition) at 10 µM | 2.2% of 190,000 active | AID 1456;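 active means thallium flux slope and its plate-corrected score both differing from the plate sample mean at a set confidence after two filtering rounds, in either direction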;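 further: slope of fluorescence scaled to starting intensity during 10 to 20 s after thallium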
FXIa inh 1536: factor XIa (human) inhibition; purified FXIa, Boc-Glu-Ala-Arg-AMC fluorogenic substrate; inhibition, % at 5 µM; AID 798; 0.14% of 220,000 active; P03951;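 active means inhibition of at least 40%; inactive means inhibition below 40%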;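 further: fluorescence of freed AMC excited at 355 nm; 0% = enzyme without compound and 100% = no enzyme blank; many of its hits are not listed in these tables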
KLK5 inh: kallikrein 5 (human) inhibition. Q9Y337. recombinant hK5, fluorogenic AMC substrate cleavage. inhibition, % at 5 µM. 0.59% of 210,000 active. AID 873;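 active means inhibition of 40% or more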;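 further: 0% = enzyme controls without compound and 100% = no-enzyme blanks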
Furin inh: blocks human furin protease activity | 0.061% of 220,000 active | P09958 | inhibition, % at 30 µM | purified furin, fluorogenic substrate cleavage; in the data active means inhibition above about 25%; further: inactives centre near -15
p97 ATPase inh: blocks human p97 ATPase activity | recombinant p97 ATPase, Kinase-Glo ATP luminescence, 3 h | inhibition, % at 8 µM | 0.42% of 220,000 active | AID 1481; in the data active means inhibition above about 15%;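 further: 0% = DMSO vehicle and 100% = wells lacking enzyme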
Wee1 stabilizer: human Wee1 degradation inhibition, primary screen | 1.2% of 220,000 active | HeLa Luc-Wee1K328M stability, luciferase luminescence; 100% = proteasome inhibitor MG132 effect | reporter increase, % at 5 µM;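 active means activation above the mean of all tested compounds plus 3 SD, set per screening run, cut at about 8.8% in these data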;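 further: cells exposed to compound for 20 h before luminescence read; 0% = DMSO alone and 100% = MG132 at 30 µM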
FXIIa inh: inhibitors of human coagulation factor XIIa; purified FXIIa, Boc-QGR-AMC fluorogenic substrate, 2 h; inhibition, % at 5 µM; 0.3% of 220,000 active; in the data active means inhibition above about 40%;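 further: 0% = enzyme with no compound and 100% = blank without enzyme; many of its hits are not listed in these tables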
thrombin 1536: inhibitors of human thrombin; alpha-thrombin, Boc-VPR-AMC fluorogenic substrate cleavage; inhibition, % at 5 µM; 0.26% of 220,000 active;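 active means inhibition at or above 40%; inactive means inhibition below 40%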;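 further: 0% = enzyme with no compound and 100% = wells without enzyme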
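Material: human alpha-thrombin protein. Incubation: reaction at ambient temperature. Technique: fluorescence of released AMC, ex 355 nm, em 460 nm. Control set: no-compound enzyme wells and no-enzyme blanks. Also added: Boc-VPR-AMC substrate, 15 µM final. Buffer or medium: pH 7.5 Tris (50 mM) with NaCl 150 mM, Tween 20 0.05%.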
* marks the source's active call; other numbers are inactive results; i = inactive; x = not tested or not shown; [ ] = remark or other dose. Rows were taken by chance. Share with any hit: about 4.4%.

A first look:
nr	PERK inhibitor	KCC2 mod	FXIa inh 1536	KLK5 inh	Furin inh	p97 ATPase inh	Wee1 stabilizer	FXIIa inh	thrombin 1536	Compound
1	-0.2	-0.608	6.2	-9.7	-10.0	6.5	3.1	13.6	-0.5	Nc1nnc(CSCc2ccc(Cl)cc2)s1
2	-0.9	x	4.3	-26.3	-6.8	-7.7	-1.8	11.4	1.2	Cc1ccc(C)c2[nH]c(=O)c(CN(CC3CCCO3)S(=O)(=O)c3ccc4c(c3)OCCO4)cc12 (stereo not drawn)
3	0.3	0.692	-5.0	-16.2	-19.1	-1.7	5.9	5.8	-1.8	CCOc1ccccc1OCC(=O)NNC(=S)NC1CCCCC1
4	-0.5	-1.7	6.8	-0.5	-1.9	2.4	0.8	14.1	2.6	Cc1ccc(S(=O)(=O)N2CCC(=O)N(C(COCc3cccc(C)c3)Cc3ccccc3)CC2)cc1 (stereo not drawn)

The whole of this part (from the top)
nr	PERK inhibitor	KCC2 mod	FXIa inh 1536	KLK5 inh	Furin inh	p97 ATPase inh	Wee1 stabilizer	FXIIa inh	thrombin 1536	Compound
1	-0.2	-0.608	6.2	-9.7	-10.0	6.5	3.1	13.6	-0.5	Nc1nnc(CSCc2ccc(Cl)cc2)s1
2	-0.9	x	4.3	-26.3	-6.8	-7.7	-1.8	11.4	1.2	Cc1ccc(C)c2[nH]c(=O)c(CN(CC3CCCO3)S(=O)(=O)c3ccc4c(c3)OCCO4)cc12 (stereo not drawn)
3	0.3	0.692	-5.0	-16.2	-19.1	-1.7	5.9	5.8	-1.8	CCOc1ccccc1OCC(=O)NNC(=S)NC1CCCCC1
4	-0.5	-1.7	6.8	-0.5	-1.9	2.4	0.8	14.1	2.6	Cc1ccc(S(=O)(=O)N2CCC(=O)N(C(COCc3cccc(C)c3)Cc3ccccc3)CC2)cc1 (stereo not drawn)
5	-0.9	x	-17.6	7.1	-13.5[20 µM]	-7.8	1.1	12.9	2.0	CC1CCCCC1NC(=O)c1ccc(S(=O)(=O)N2CCCC2)cc1 (stereo not drawn)
6	0.6	-0.055	20.8	8.0	-0.2	0.0	1.0	42.0*	42.6*	CC(=O)NNC(=S)NC(=O)c1ccccc1
7	0.8	1.22	0.0	-0.8	-16.3	1.1	-4.2	5.0	-2.4	COc1ccccc1Nc1nc(Cl)nc(Nc2ccccc2OC)n1
8	-1.1	-3.07	0.6	-4.5	-3.2	-4.5	0.0	-2.0	-5.0	CCc1cccc(CC)c1NC(=O)c1cc(CN2C(=O)c3ccccc3C2=O)ccc1OC
9	-0.5	-0.243	4.9	-6.0	2.0	-6.7	-1.0	10.6	0.5	CC(C)(C)C(=O)Nc1ccc(Sc2ccc([N+](=O)[O-])cc2)cc1
10	1.8	0.851	-0.9	-2.2	-22.1	6.1	-1.9	3.6	-2.3	Cc1cccc(N2CC(C(=O)O)CC2=O)c1C (stereo not drawn)
11	0.4	0.377	0.3	2.6	-11.8[20 µM]	-3.8	1.1	7.9	-0.6	CCNC(=O)COC(=O)/C=C/c1ccccc1[N+](=O)[O-]
12	0.9	-1.7	-0.9	3.7	-7.4[20 µM]	-3.7	4.2	4.7	-5.9	Cn1c(SCC(=O)c2ccc(-c3ccccc3)cc2)nnc1-c1ccco1
13	0.2	0.807	-9.9	-5.4	-11.1	5.3	1.1	0.4	-2.7	O=C1CC(N2CCN(c3ccccc3Cl)CC2)C(=O)N1c1ccc(F)cc1 (stereo not drawn)
14	0.9	-1.15	6.3	-2.5	-18.1	4.5	-0.3	5.0	-4.0	COC(=O)c1ccccc1NC(=O)c1cccc(NC(=O)C(C)C)c1
15	0.7	-0.682	-1.9	0.9	-20.9	5.6	2.4	9.0	-7.2	C/C(CC(=O)Nc1cccc(Cl)c1Cl)=N\NC(=O)c1ccccc1N
16	1.7	-0.00469	-1.5	-4.8	-12.9	2.4	4.3	9.8	-9.9	COc1ccc(/C=N/NC(=O)c2cccc(NC(C)=O)c2)c(C(=O)O)c1OC
17	1.4	-2.8	1.4	-8.5	-24.6	4.9	-1.0	2.5	-3.8	Cc1ccc(C(=O)Nc2c(C)cc(-c3ccccc3)oc2=O)cc1
18	1.5	0.515	5.9	-79.8	-12.9[20 µM]	12.1	-1.9	9.6	3.0	Cc1oc(-c2ccc(Cl)cc2)cc1-c1nn2c(-c3ccoc3C)nnc2s1
19	0.1	0.293	-3.8	x	-18.3	-1.0	-1.9	3.6	-6.3	Cc1ccccc1-n1cc(CNC(=O)CC2C(=O)NCCN2C/C=C/c2ccccc2)cn1 (stereo not drawn)
20	-1.1	x	10.8	6.0	-1.9	-7.7	0.3	22.7	1.9	CC1(C)Cc2cccc(OCC(=O)N3CCN(S(=O)(=O)c4ccc(F)cc4)CC3)c2O1
21	-0.2	x	1.0	-4.9	1.1[20 µM]	6.4	7.4	10.7	1.1	CC(NC(=O)Cn1cc(C(=O)C2CC2)c2ccccc21)c1ccccc1 (stereo not drawn)
22	1.4	0.659	7.2	-9.3	-22.4	6.2	2.5	10.4	-2.5	COc1ccc(C(=O)N/N=C/c2ccc(OC)c(CN3CCN(c4ccc(F)cc4)CC3)c2)cc1
23	-1.4	-0.383	7.5	18.6	-3.4[20 µM]	-8.1	1.1	11.5	-0.3	CC(C)Cn1c(SCC(=O)N2CCCCC2)nc2ccccc2c1=O
24	0.4	0.242	-2.1	x	-26.3	2.0	-2.4	7.4	-4.8	CC(C)N1CCN(Cc2cc(F)ccc2-n2cccn2)CC1CCO (stereo not drawn)
25	-0.7	-0.0336	-3.8	-6.4	-13.1	-5.0	-0.1	17.0	-2.0	COc1ccc(S(=O)(=O)N2CCCN(CC(=O)Nc3ccc(OC)c(Cl)c3)CC2)cc1
26	0.7	-0.187	-4.9	-3.5	-21.6	7.3	5.4	0.3	-7.0	COc1ccccc1Nc1nc(N)nc(CSc2nccn2C)n1
27	0.8	0.0509	-7.7	-6.9	-7.3	6.8	-0.8	-1.3	-7.1	COc1cccc2cc(C(N)=O)/c(=N/NC(=O)COc3ccc(Cl)cc3)oc12
28	0.5	x	-0.4	-4.5	-16.8	-4.3	1.2	12.5	-0.7	CCCC(=O)Nc1cnc(NC(=O)c2cccc(F)c2)cc1C
29	-0.2	0.109	-0.5	5.8	2.2[20 µM]	-3.4	0.7	15.2	0.6	COc1cc(/C=N/NC(=O)CSc2cc(C)c(Br)cc2C)ccc1O
30	0.2	0.549	-3.9	-12.3	-13.2	-1.2	-0.9	1.1	-6.2	Cc1cc(=O)[nH]c(=S)[nH]1
31	0.5	0.773	-8.9	2.7	-32.8	3.3	-0.9	-0.5	4.8	CC(=O)n1nc(-c2ccco2)nc1N
32	1.5	0.344	-3.4	-15.2	-28.9	2.2	2.6	7.2	3.6	CCOC(=O)Cc1csc(NS(=O)(=O)c2ccc(SC)cc2)n1
33	0.1	-1.64	-8.3	1.5	-29.7	1.5	5.0	7.6	-22.6	CC(NC(=O)COC(=O)c1ccc(Cl)cc1O)c1ccc(F)cc1 (stereo not drawn)
34	-1.4	x	5.0	-6.7	-5.7	3.2	-3.1	14.9	0.7	CN(C)C=Nc1ncc2c3ccccc3n(CCN(C)C)c2c1C#N
35	-0.4	-0.459	-0.6	-19.4	-12.3[20 µM]	-0.5	-0.9	-1.9	1.9	CN1CCC(OC(=O)C23CCC(C)(C(=O)O2)C3(C)C)CC1 (stereo not drawn)
36	-1.1	0.54	1.8	1.8	-15.5[20 µM]	0.2	0.1	-9.4	-22.8	NNC(=O)c1nc(-c2ccccc2)n2c1CCCCC2
37	-0.1	-0.262	-3.5	-1.1	-26.9	2.6	-2.7	x	-7.1	C(=N\N1CCN(c2ccccc2)CC1)/c1ccccc1
38	-0.9	x	-37.5	i	-35.0[20 µM]	-7.9	0.7	-35.9	-21.3	Cc1ccc(Cn2cccc(-c3nc4ccccc4s3)c2=O)cc1
39	0.3	0.585	3.6	-9.8	-27.6	4.5	-0.1	-0.5	-2.1	O=C(c1ccc(Br)o1)N(c1ccccn1)C1CCCCC1
40	-0.6	1.75	-3.8	1.4	-30.5	0.7	0.7	9.7	-8.6	COc1cccc(N=C2SC(CC(=O)Nc3ccccc3)C(=O)N2Cc2ccccn2)c1 (stereo not drawn)
41	-1.9	-0.574	3.4	1.0	-13.5	-1.3	4.4	11.1	2.6	COc1ccc(CCn2c(C(C)C)nc3oc4ccccc4c(=O)c3c2=O)cc1
42	2.2	0.0352	18.6	-8.3	-7.2	0.3	4.4	29.1	0.2	O=c1cc(-c2ccccc2Cl)oc2c(Br)ccc(O)c12
43	0.3	-1.65	-5.8	-0.3	-3.5	0.2	-1.2	0.4	-11.8	Cc1c(NC(=O)CCSCCc2ccccn2)cccc1[N+](=O)[O-]
44	0.7	-1.49	-4.4	12.6	-5.7	3.0	-0.6	10.8	-2.7	COc1ccc([N+](=O)[O-])cc1NC(=O)CCc1ccccc1
45	1.3	-2.27	1.1	x	-12.2	10.5	0.7	7.1	8.1	Cc1ccc2c(c1)c(N=Nc1cccc(C(=O)O)c1)c(O)n2C
46	0.0	-1.53	-1.7	-14.7	-23.6[20 µM]	-1.9	0.3	11.5	1.2	CC(=O)NC(C(=O)NCC(N)=O)C(C)C (stereo not drawn)
47	0.5	0.285	-2.0	-4.1	-9.3	5.1	-0.6	10.8	5.2	NC(=Nc1ccc(N)cc1)C(N)=Nc1ccc(N)cc1
48	0.4	-1.76	14.3	18.2	-15.9	4.1	-1.0	21.5	8.9	O=C(Nc1ccccc1)c1ccccc1OCC(O)CN1C(=O)c2ccccc2S1(=O)=O (stereo not drawn)
49	1.2	0.0322	-2.8	-2.4	-29.9	3.8	-0.3	2.4	-7.9	COc1ccc(N2CCN(C(=O)Nc3ccccc3Cl)CC2)cc1
50	-1.3	-0.0408	-0.7	-1.2	-21.5[20 µM]	0.0	1.4	10.9	1.3	COc1ccc(CCN2C(=O)C3C4CC(C5C(C(=O)NN)=NOC45)C3C2=O)cc1OC (stereo not drawn)
51	-0.6	0.0299	0.3	-16.2	-1.5	-1.7	-2.6	8.5	-7.2	Cc1ccc(NC(=O)C(Nc2cccc(C)c2)c2ccccc2)cc1 (stereo not drawn)
52	0.0	1.1	-5.1	-7.3	-3.2[20 µM]	-10.1	-3.1	3.6	-7.2	O=S(=O)(Nc1cc(Cl)ccn1)c1ccc(Cl)cc1
53	0.9	-0.0573	3.4	-5.1	-17.5	-2.9	0.4	14.8	-0.1	O=C(NC1=NCCS1)c1csc2ccccc12
54	-0.4	-1.25	-2.2	-15.5	-27.3	-2.2	-3.1	3.0	2.2	COCC(=O)NC1(c2nnnn2CCOC(=O)Nc2ccc(Cl)cc2)CCCCC1
55	-1.7	-0.443	3.1	-2.4	-18.8[20 µM]	-3.4	1.0	21.9	5.3	CCN(CC)S(=O)(=O)c1cc(NC(=O)Cn2cnc3ccccc3c2=O)ccc1C
56	0.7	-0.39	-0.2	0.5	-6.0[20 µM]	-3.3	0.9	6.8	2.4	C/C(NC(=O)c1cccc(F)c1)=C1/C(=O)C[C@@H]2[C@H]1C2(C)C
57	-0.2	0.995	9.3	-6.1	-5.9	3.7	-0.7	15.2	-0.3	CC(=O)Nc1c(C)nn(C(C)=O)c1C
58	0.4	-0.49	4.7	0.0	-1.4	-9.1	3.6	9.6	-11.5	Clc1ccccc1CN1CCN(/N=C/c2ccncc2)CC1
59	-0.5	x	1.8	13.6	-27.2	0.4	0.9	23.1	17.8	N=c1sccn1CC(=O)Nc1cccc(Oc2ccccc2)c1
60	0.7	-0.403	5.5	-10.2	-24.3	2.7	7.3	2.5	-3.6	CCOc1ccc2c(c1)OC(c1ccccc1)(C(F)(F)F)NC2=O (stereo not drawn)
61	0.4	-0.329	16.7	18.0	-21.0	5.7	-0.4	22.0	0.4	c1cncc(CNc2c3c(nc4nnnn24)CCCC3)c1

From PubChem
